PGC1a acetyl inh: PGC1a acetylation modulation, inhibitor mode; U2OS PGC1a acetylation, AlphaScreen anti-acetyl-lysine; with virally co-expressed GCN5 acetyltransferase; inhibition, % at 15.6 µM; 350,000 tested, 0.17% active; AID 651687;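 active means every replicate shows inhibition of at least 40%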;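 further: 0% = neutral control wells and 100% = positive control wells; some results beyond the cut were filed as inactive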
miR122 inh: blocks miR-122 activity in Huh7 sensor cells | activation (reporter increase), % at 12.5 µM | Huh7 miR-122 Renilla luciferase sensor, 48 h; neutral wells = 0, positive control = 100 | AID 602342 | 340,000 tested, 0.3% active;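 active means mean replicate activation score at least 90 and every replicate individually at or above 90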;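 further: higher luciferase means less miR-122 activity so hits act as miR-122 inhibitors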
CFTR F508del cor: correctors of CFTR F508del function in bronchial epithelial cells. activity (quench increase), % at 7.58 µM. AID 720511. 350,000 tested, 0.36% active. CFBE cells, YFP halide quenching; stimulated with forskolin plus potentiator P3; % fluorescence drop versus neutral controls;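 active means mean added fluorescence quench of at least 8% versus neutral control, with both replicates also reaching 8%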;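 further: cells transiently co-express mutant CFTR-F508del with the halide-sensitive YFP; corrector assay measuring rescue of mutant channel to the surface after 24 h compound exposure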
GSIS activator: GLuc luminescence reporter in INS-1E cells, primary screen for activators of glucose-dependent secretion of insulin | activation, % at 16.6 µM | INS-1E GLuc reporter insulin secretion, 2-3 h | AID 743287 | 370,000 tested, 0.61% active;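 active means lowest replicate activation of at least 40%, so every replicate reaches that level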;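 further: 0% = median of neutral control wells and 100% = median of IBMX positive control wells; some compounds called inactive have numbers as strong as hits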
FN deposition inh: fibronectin deposition inhibition | AH1F fibroblasts, Alexa488-fibronectin deposition fluorescence, overnight | inhibition, % at 12.6 µM | 350,000 tested, 0.086% active | AID 743247;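 active means mean inhibition across replicates of 30% or more, regardless of how many single replicates reach that level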;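 further: positive control wells lacked labelled fibronectin entirely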
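Material: AH1F fibroblast monolayer depositing Alexa488-labelled fibronectin into matrix | Input: 10000 AH1F cells/well | Medium: DMEM plus 2% serum, read in PBS | Reagent: Alexa488-fibronectin, 24 nM final in well | Compound dosing: One dose per compound, pinned | Schedule: 1 h adhesion, overnight exposure | Measured by: Fluorescence at 485 nm excitation, 525 nm emission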
Cneo AK release: causes C. neoformans cell lysis | adenylate kinase release luminescence, 4 h; normalised: neutral wells 0, clomiphene wells 100 | lysis activity, % at 15 µM | 360,000 tested, 0.2% active | AID 651654;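 active means mean lysis activity across replicates of at least 80%, whatever share of replicates individually reach that level; inactive means mean lysis activity below 80%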
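Material: C. neoformans cells; Schedule: 4 h static compound exposure, 37 °C, read 1 h post-reagent; Measured by: adenylate kinase release luminescence; Read-out: signal increase indicating cell lysis; Controls: Clomiphene as positive lysis control.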
PglD DTNB: PglD (C. jejuni) enzyme inhibition | purified PglD enzyme, DTNB colorimetric CoA detection | inhibition, % at 12.5 µM | 360,000 tested, 0.098% active; in the data active means inhibition above about 16%, passing the limit was not always enough; further: strong numbers were not always called active
C2C12 statin: suppressors of simvastatin-induced myotoxicity in C2C12 myotubes. 330,000 tested, 0.78% active. rescue of ATP level, % at 7.49 µM. ATP luminescence, 48 h; scaled: DMSO 0, geranylgeraniol control 100. AID 602340;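 active means mean ATP rescue above about 67%, or every replicate alone reaching that limit, limit read from the data, passing the limit was not always enough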;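 further: myotubes were challenged with 10 µM simvastatin during compound exposure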
The depositor's hits bear a star; nt = no result given; [ ] = another dose, or the depositor's remark.

smiles | PGC1a acetyl inh | miR122 inh | CFTR F508del cor | GSIS activator | FN deposition inh | Cneo AK release | PglD DTNB | C2C12 statin
COc1ccc(Cl)cc1NC(=O)CN(C)CC(=O)Nc1cccc(S(=O)(=O)N2CCCC2)c1 | nt | 2.9 | 1.6 | -15.6 | -2.1 | -8.0 | 2.1 | -13.9
O=C(Cc1ccncc1)NCC[C@@H]1CC[C@@H](NC(=O)C2CCC2)[C@@H](CO)O1 | 3.0 | nt | -1.3 | 14.8 | nt | -15.5 | 8.6 | -5.6
CCOc1ccc(C2CC(c3cccc(OC)c3)Nc3ncnn32)cc1 (stereo not drawn) | nt | nt | -0.7 | 5.8 | 14.9 | -5.6 | -0.6 | 1.0
C[C@H](CO)N1C[C@H](C)[C@H](CN(C)Cc2ccc3c(c2)OCO3)OCCCC[C@H](C)Oc2ccc(NC(=O)Nc3ccc(C(F)(F)F)cc3)cc2C1=O | -9.1 | -26.0[16.7 µM] | 2.2 | 4.4 | -1.4 | 10.7 | -1.6 | nt
C[C@H]1CN([C@@H](C)CO)C(=O)c2cc(/C=C/c3ccccc3)cnc2O[C@H]1CN(C)Cc1ccccc1F | 11.4 | -8.1[16.7 µM] | 2.4 | -17.6 | nt | 0.1 | -1.8 | 0.2
COc1ccc(CCN2CC(C(=O)NCCN3CCOC3=O)CCC2=O)cc1 (stereo not drawn) | 0.3 | -4.9 | 3.0 | 14.2 | 10.9 | -0.6 | -1.6 | 3.5
CCCOC(=O)CCCN1C(=O)/C(=C2\SC(=S)N(CCCC(=O)OCCC)C2=O)SC1=S | -14.7 | 0.7 | -0.5 | nt | 0.9 | 1.6 | 2.1 | nt
COC(=O)C12CCC3(SCCS3)C(C(=O)OC)(CCC13SCCS3)C2 | -25.8 | -5.0 | -2.4 | -2.1 | 6.0 | -2.4 | -9.8 | -13.4
COc1ccc(N2CCN(c3ccc(N4C(=O)CC(C)C4=O)cc3[N+](=O)[O-])CC2)cc1 (stereo not drawn) | -3.0 | 3.0 | -0.7 | -13.4 | 3.8 | -4.8 | -3.2 | -11.3
COc1cccc(NC(=O)C[C@@H]2CC[C@H]3[C@@H](COc4ccc(NC(C)=O)cc4C(=O)N3C)O2)c1 | 11.4 | 3.4[16.7 µM] | -0.9 | -6.0 | -0.3 | -3.9 | -2.9 | -6.7
O=C(N[C@@H]1CC[C@H](CCn2cc(C3(O)CCCC3)nn2)O[C@H]1CO)C1CCCCC1 | -4.3 | nt | 0.5 | 12.9 | nt | -1.3 | 26.3 | 1.7
COC(=O)CSc1nnc(C)n1-c1cccc(OC)c1 | 30.1 | 2.6 | nt | nt | 1.8 | 1.8 | -4.1 | nt
Cc1ccc(OCCNC(=O)CCc2ccccc2)cc1C | -18.3 | -6.7 | -0.5 | -22.0 | -14.6 | 1.5 | 5.8 | -5.3
COC(=O)c1nn(-c2cccc(Cl)c2)ccc1=O | -10.6 | nt | 0.4 | -0.9 | -0.4 | nt | nt | nt
O=C(Nc1ccccc1N1CCOCC1)C1CCN(S(=O)(=O)c2ccccc2F)CC1 | -8.0 | -4.6 | nt | 5.9 | nt | 1.2 | -0.7 | nt
CC(=O)C1=CCC(c2ccc(C)cc2)N(S(=O)(=O)c2ccc(Cl)cc2)C1 (stereo not drawn) | -6.6 | 15.9 | 0.5 | nt | -11.9 | -16.3 | -4.5 | 14.8
CNC(=O)n1ccc(C(=O)N2CCCCC2)n1 | -22.3 | 4.0 | nt | nt | -15.1 | -2.5 | 1.0 | 7.4
COc1cc(NC(=O)C2CCN(S(=O)(=O)c3ccc4[nH]c(=O)oc4c3)CC2)cc(OC)c1 | 4.9 | 2.0 | -4.4 | -7.0 | 14.9 | -3.6 | -1.2 | -8.7
Cc1ccc(CN2C(=O)C(C)Nc3ncnc(N4CCOCC4)c32)cc1 (stereo not drawn) | -2.0 | -6.0 | 0.5 | -5.4 | 14.5 | -0.5 | -4.1 | 4.0
CCOC(=O)c1cn(CC)c2cc(N3CCSCC3)c(F)cc2c1=O | 3.6 | 2.4 | nt | nt | nt | 0.5 | 10.0 | -16.5
O=C(Nc1cccc(Cl)c1)NC1(C(=O)NCc2cccs2)CCCCC1 | -9.7 | 7.9 | -4.9 | -4.5 | nt | 0.3 | 7.7 | -27.9
Cc1ccccc1C(=O)NNC(=O)C(C)N1C(=O)c2ccccc2C1=O (stereo not drawn) | -2.8 | -2.5 | -0.8 | 9.4 | nt | -0.4 | 5.5 | 3.2
CN(C)C(=O)c1ccc(-c2ccc([C@H]3[C@@H](CO)N4CCCCN(CCC(F)(F)F)C[C@@H]34)cc2)cc1 | -3.7 | 29.5[16.7 µM] | 0.2 | 0.8 | nt | 1.7 | -5.6 | 7.1
CCOc1cc(C(=S)N2CCN(C)CC2)ccc1OCC(=O)N1CCCC1 | 5.8 | -8.7 | 1.5 | 12.1 | -3.0 | 4.2 | -3.8 | 8.0
Cc1noc(C)c1C(=O)OCC(=O)Nc1ncc(C(F)(F)F)cc1Cl | 0.4 | -7.7 | -0.9 | 7.0 | 1.0 | 1.6 | 1.1 | 2.6
O=C(C[C@H]1CC[C@@H]2[C@H](COC[C@@H](O)CN2Cc2cc(F)ccc2F)O1)N1CCc2ccccc2C1 | -3.9 | -2.8[16.7 µM] | -0.7 | 7.9 | 3.7 | -1.3 | -32.0 | 12.2
Cc1ccc(OCC(=O)N/N=C2\CC(=O)CC(C)(C)C2)c(Br)c1 | -9.3 | -0.3 | -2.1 | 9.7 | 7.2 | 6.4 | 1.4 | -2.1
Cc1ccc(S(=O)(=O)Nc2c(C)n(C)n(-c3ccccc3)c2=O)cc1C(=O)OCC(=O)N1CCCC(C)C1 (stereo not drawn) | -8.6 | -3.9 | 0.7 | -13.2 | nt | -0.5 | -2.8 | 4.5
C[C@@H]1CN([C@H](C)CO)C(=O)c2cccc(NC(=O)C3CCOCC3)c2O[C@H]1CN(C)C(=O)Nc1ccc2c(c1)OCO2 | -19.9 | -2.6[16.7 µM] | -3.9 | 10.4 | 10.3 | nt | nt | 1.2
C[C@@H]1CN([C@H](C)CO)C(=O)c2cc(NC(=O)CCCN(C)C)ccc2O[C@H]1CN(C)S(=O)(=O)c1ccc(Cl)cc1 | 1.6 | 0.2[16.7 µM] | -1.8 | 9.2 | nt | -2.7 | -4.3 | -9.0
CN(C(=O)C1CCN(S(=O)(=O)c2cccc3nonc23)CC1)C1CCCCC1 | nt | nt | 0.6 | -22.7 | 7.1 | 1.3 | -1.6 | -4.1
Cc1ccc(S(=O)(=O)N(C)C[C@@H]2OCCCC[C@@H](C)Oc3ccc(NC(=O)Nc4ccc(C(F)(F)F)cc4)cc3C(=O)N([C@H](C)CO)C[C@H]2C)cc1 | 3.3 | -7.3[16.7 µM] | 6.0 | 13.8 | -11.2 | -2.7 | 0.9 | nt
O=C(COc1ccc(F)cc1Br)NCC1(N2CCOCC2)CCCCC1 | -26.2 | 5.7 | 0.6 | 4.2 | 0.2 | 1.7 | -0.5 | 1.2
CCOC(=O)c1c(-c2ccccc2)csc1NC(=S)N(CC)CC | -5.9 | -2.1 | -0.4 | -16.9 | 10.5 | nt | nt | -20.2
Cc1nnc(NC(=O)c2ccccc2Br)s1 | -0.7 | -0.8 | nt | nt | nt | -1.5 | 3.0 | -1.6
N#Cc1cc(C(=O)c2cc(Br)ccc2O)cn(Cc2ccccc2)c1=O | 5.4 | nt | 3.5 | -32.8 | -9.5 | nt | nt | nt
CN(CC(=O)Nc1ccc(Cl)cc1)C(=O)CNC(=O)c1ccc2ccccc2c1 | nt | nt | -7.7 | 2.7 | -2.8 | -4.2 | 0.9 | 9.9
C[C@]12C=CC(=O)C=C1CC[C@@H]1C2[C@@H](O)C[C@@]2(C)C1CC[C@]2(O)C(=O)COC(=O)CCC(=O)O (stereo partly drawn) | -5.3 | nt | 8.2* | -22.8 | -8.9 | 0.3 | -0.1 | 0.2
Cc1ccccc1C(=O)NNC(=O)c1cccn1C | 9.9 | -3.5 | 2.3 | 11.8 | -11.6 | 0.8 | -2.5 | -10.5
O=C(Cn1cccc1)Nc1ccc(OC(F)(F)F)cc1 | 1.3 | -1.6 | -1.2 | -36.9 | nt | -6.5 | -2.3 | -14.3
CO[C@@H]1CN(C)C(=O)c2ccc(NC(=O)c3cnccn3)cc2OC[C@H](C)N(C)C[C@H]1C | -4.1 | 1.9[16.7 µM] | 2.1 | 5.4 | -15.2 | -1.3 | -0.1 | -7.2
CC(C)C#Cc1ccc2c(c1)O[C@@H](CN(C)C(=O)c1cnccn1)[C@@H](C)CN([C@H](C)CO)S2(=O)=O | 8.1 | 1.8[16.7 µM] | 1.7 | -20.8 | -5.8 | 0.6 | 0.5 | 2.9
COC(=O)C1=C(C)N(C)C(C)=C(C(=O)OC)C1c1ccncc1 | -13.6 | -0.1 | nt | nt | nt | 2.3 | 2.7 | 3.6
Cc1noc(C)c1S(=O)(=O)N(C)C[C@@H]1Oc2ccc(NC(=O)NC(C)C)cc2CC(=O)N([C@H](C)CO)C[C@@H]1C | 7.8 | 2.8[16.7 µM] | 0.1 | 8.7 | nt | 1.1 | 3.7 | -14.9
COc1ccccc1-c1nnc(SCC(=O)NCc2c(C)c(Cl)cc(C(C)C)c2O)o1 | -15.0 | 2.6 | nt | -26.0 | nt | 1.2 | -2.0 | 15.6
C[C@@H]1CN([C@H](C)CO)C(=O)c2cc(N(C)C)ccc2O[C@@H](C)CCCCO[C@H]1CN(C)C(=O)Nc1ccccc1 | -67.1 | -2.2[16.7 µM] | -1.0 | -9.6 | nt | nt | nt | 4.4
CCCCCCCNC(=O)C1(CC2CC(c3ccc(Cl)cc3)=NO2)CCN(C(=O)C2(C)CC2)CC1 (stereo not drawn) | -21.9 | -4.1 | nt | nt | nt | -0.3 | 4.9 | 19.2
O=C(CSc1nc2ccc(NC(=O)c3ccccc3C(=O)O)cc2s1)Nc1c(Cl)cccc1Cl | 2.8 | -4.3 | -1.6 | 3.3 | 2.4 | 0.1 | -3.0 | 9.6
CCOc1ccc(/C=C/C(=O)c2c(O)cc(C)oc2=O)cc1 | 7.2 | 11.9 | -3.8 | -6.3 | -9.1 | -3.2 | 0.4 | -3.6
C[C@@H]1CN([C@@H](C)CO)C(=O)c2cc(NC(=O)Nc3ccccc3)ccc2O[C@@H]1CN(C)C(=O)Nc1ccccc1 | nt | -8.3[16.7 µM] | -1.2 | -14.5 | 6.9 | -5.1 | 4.2 | -8.0
CC(=O)N1CCN(c2ccc(NC(=O)COc3ccc(Cl)cc3Cl)cc2)CC1 | 3.4 | 3.8 | nt | nt | 0.7 | 3.9 | -1.8 | 24.8
CC(=O)c1ccc(NS(=O)(=O)c2cccc(C(=O)Nc3ccccc3C(=O)O)c2)cc1 | nt | 2.5 | -5.5 | 11.8 | -3.6 | -0.3 | 6.9 | 2.2
CC(=O)NNc1nc(-c2ccc(C)cc2)cs1 | -4.9 | nt | -3.6 | -0.7 | -1.0 | nt | nt | nt

Pulled by compound from the entries so far (2):
smiles | PGC1a acetyl inh | miR122 inh | CFTR F508del cor | GSIS activator | FN deposition inh | Cneo AK release | PglD DTNB | C2C12 statin
N#Cc1cc(C(=O)c2cc(Br)ccc2O)cn(Cc2ccccc2)c1=O | 5.4 | nt | 3.5 | -32.8 | -9.5 | nt | nt | nt
CO[C@@H]1CN(C)C(=O)c2ccc(NC(=O)c3cnccn3)cc2OC[C@H](C)N(C)C[C@H]1C | -4.1 | 1.9[16.7 µM] | 2.1 | 5.4 | -15.2 | -1.3 | -0.1 | -7.2
